PglD inh: blocks C. jejuni PglD acetyltransferase activity | purified PglD enzyme, DTNB colorimetric CoA detection | inhibition, % at 12.5 µM | actives 0.098% (n = 360,000); in the data active means inhibition above about 16%, passing the limit was not always enough; further: strong numbers were not always called active
Cneo AK release: Cryptococcus neoformans lysis via adenylate kinase release; lysis activity, % at 15 µM; AID 651654; C. neoformans lysis, adenylate kinase release luminescence, 4 h; normalised: neutral wells 0, clomiphene wells 100; actives 0.2% (n = 360,000);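 active means mean lysis activity across replicates of at least 80%, whatever share of replicates individually reach that level; inactive means mean lysis activity below 80%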
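Material: C. neoformans cells; Schedule: 4 h static compound exposure, 37 °C, read 1 h post-reagent; Measured by: adenylate kinase release luminescence; Read-out: signal increase indicating cell lysis; Controls: Clomiphene as positive lysis control.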
CFTR F508del cor: CFTR F508del correction in bronchial cells; AID 720511; CFBE cells, YFP halide quenching; stimulated with forskolin plus potentiator P3; % fluorescence drop versus neutral controls; activity (quench increase), % at 7.58 µM; actives 0.36% (n = 350,000);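 active means mean added fluorescence quench of at least 8% versus neutral control, with both replicates also reaching 8%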;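 further: cells transiently co-express mutant CFTR-F508del with the halide-sensitive YFP; corrector assay measuring rescue of mutant channel to the surface after 24 h compound exposure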
FN deposit inh: fibronectin deposition inhibition. actives 0.086% (n = 350,000). AID 743247. inhibition, % at 12.6 µM. AH1F fibroblasts, Alexa488-fibronectin deposition fluorescence, overnight;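 active means mean inhibition across replicates of 30% or more, regardless of how many single replicates reach that level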;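 further: positive control wells lacked labelled fibronectin entirely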
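Assay system: AH1F fibroblast monolayer, labelled fibronectin deposition. Amount: 10000 cells per well. Also added: labelled fibronectin 24 nM. Compound: single-point pinned compound. Incubation: cell attachment 1 h, compound and FN exposure overnight. Detection: fluorescence after three HBSS washes, excitation 485 nm, emission 525 nm. Read-out: inhibition of fibronectin deposition signal.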
C2C12 statin: suppressors of simvastatin-induced myotoxicity in C2C12 myotubes; ATP luminescence, 48 h; scaled: DMSO 0, geranylgeraniol control 100; rescue of ATP level, % at 7.49 µM; actives 0.78% (n = 330,000);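 active means mean ATP rescue above about 67%, or every replicate alone reaching that limit, limit read from the data, passing the limit was not always enough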;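 further: myotubes were challenged with 10 µM simvastatin during compound exposure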
miR122 inh: blocks miR-122 activity in Huh7 sensor cells. Huh7 miR-122 Renilla luciferase sensor, 48 h; neutral wells = 0, positive control = 100. actives 0.3% (n = 340,000). activation (reporter increase), % at 12.5 µM. AID 602342;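 active means mean replicate activation score at least 90 and every replicate individually at or above 90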;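 further: higher luciferase means less miR-122 activity so hits act as miR-122 inhibitors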
PGC1a acetyl inh: modulators of PGC1a acetylation; U2OS PGC1a acetylation, AlphaScreen anti-acetyl-lysine; with virally co-expressed GCN5 acetyltransferase; inhibition, % at 15.6 µM; actives 0.17% (n = 350,000); AID 651687;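 active means every replicate shows inhibition of at least 40%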;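 further: 0% = neutral control wells and 100% = positive control wells; some results beyond the cut were filed as inactive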
INS-1E GSIS act: primary screen for activators of insulin secretion dependent on glucose, INS-1E cells, GLuc reporter luminescence. INS-1E GLuc reporter insulin secretion, 2-3 h. actives 0.61% (n = 370,000). AID 743287. activation, % at 16.6 µM;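 active means lowest replicate activation of at least 40%, so every replicate reaches that level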;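 further: 0% = median of neutral control wells and 100% = median of IBMX positive control wells; some compounds called inactive have numbers as strong as hits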
Active calls of the source: *; nt = no result given; & = joins results of further samples; [ ] = remark or other dose.

SMILES | PglD inh | Cneo AK release | CFTR F508del cor | FN deposit inh | C2C12 statin | miR122 inh | PGC1a acetyl inh | INS-1E GSIS act
CCN(C(=O)COc1ccc(C(C)=O)cc1)c1cccc2ccccc12 | -2 | -1 | 0.9 | -4 | 3 | -7 | -10 | -15
COc1ccc(CCNC(=O)c2ccc(N(C)S(=O)(=O)c3ccccc3)cc2)cc1 | 5 | 0 | -3.5 | -11 | nt | 11 | -16 | -4
O=C(C[C@@H]1C[C@@H]2c3cc(NC(=O)C4CCOCC4)ccc3O[C@@H]2[C@H](CO)O1)NCc1ccc(Oc2ccccc2)cc1 | 0 | -6 | 3.2 | nt | -2 | -3[16.7 µM] | 6 | 28
CC(=O)c1cc(C#N)c(Oc2ccc(Cl)cc2Cl)nc1C | -7 | 2 | nt | nt | 167* | -7 | -5 | nt
CCCC(=O)N1CCCC1(C)C(=O)Nc1ccc(OC(F)F)cc1 (stereo not drawn) | -7 | -1 | -0.2 | 3 | 8 | -1 | -8 | 1
Cc1nn(-c2ccccc2)nc1C(=O)Nc1nnc(C(F)(F)F)s1 | 0 | 8 | -3.5 | 0 | -22 | -2 | 1 | -46
COc1nsnc1NS(=O)(=O)c1ccc(NC(=S)NC(=O)c2ccncc2)cc1 | nt | nt | 1.6 | -6 | -5 | -7 | 0 | 20
O=C(N/C(=C\c1ccco1)C(=O)N1CCC(O)CC1)c1ccccc1 | -4 | -2 | -1.0 | 4 | 10 | 2 | 4 | 5
COc1ccc(Cl)cc1C(=O)NCCCN1CCOCC1 | -4 | 0 | -4.0 | 0 | -2 | -9 | nt | -6
O=C(CSc1ccc(Cl)cc1)Nc1ncccn1 | -3 | 4 | -0.6 | 0 | nt | -3 | 6 | 2
CN(CCOc1ccc(Br)cc1)C(=O)CNC(=O)c1ccc2ccccc2c1 | 6 | 1 | -0.6 | -5 | 0 | 0 | -10 | -55
CN(C)C(=O)c1ccc(-c2ccc3c(c2)[C@H]2[C@H](CCN2C(=O)C2CCOCC2)[C@H](CO)N3C)cc1 | -1 | 4 | 1.5 | -16 | -20 | 1[16.7 µM] | -8 | -5
Cn1c(=O)oc2cc(S(=O)(=O)N3CCN(c4ccccn4)CC3)ccc21 | -1 | 2 | 3.5 | -8 | 0 | -2 | 6 | nt
Cc1cc2c(NCCc3ccccc3)ncnc2s1 | -2 | 14 | 5.0 | -1 | -9 | nt | nt | -16
CC1CCN(c2ccccc2N)CC1 | -3 | -3 | nt | -8 | 1 | -17 | 6 | nt
C[C@@H]1CCCCO[C@H](CN(C)C(=O)NC2CCCCC2)[C@@H](C)CN([C@H](C)CO)C(=O)c2cc(NC(=O)c3ccccc3)ccc2O1 | -4&-2 | 5&9 | -3.2&1.0 | -2&-7 | 4 | -4 | 0&-9 | -10&2
C[C@@H]1CN([C@@H](C)CO)C(=O)Cc2cc(N(C)C)ccc2O[C@@H]1CN(C)C(=O)Nc1ccc(F)cc1 | 3 | 0 | 1.1 | nt | -1 | 3[16.7 µM] | 3 | 8
Cc1ccc(C(=O)N2CC3(C)CN(C(=O)c4ccc(C)cc4)CC(C)(C2)C3=O)cc1 | 0 | 0 | -5.0 | nt | 43 | 21 | 5 | 6
COc1ccc(/C(O)=C2/C(=O)C(=O)N(Cc3cccnc3)C2c2ccccn2)cc1 (stereo not drawn) | 3 | -1 | nt | -1 | 5 | 0 | 0 | nt
Cc1ccc(S(=O)(=O)N2CC(C(=O)O)Oc3ccccc32)cc1 (stereo not drawn) | -8 | -1 | -3.0 | -18 | 6 | 2 | 2 | -20
CSCCC(NC(=O)C1CCC(C)CC1)C(=O)O (stereo not drawn) | 4 | 0 | nt | 8 | 0 | -2 | 10 | nt
Cc1noc(C)c1S(=O)(=O)N(C)C[C@@H]1Oc2c(NC(=O)C3CCOCC3)cccc2C(=O)N([C@H](C)CO)C[C@@H]1C | nt | nt | -3.1 | -10 | 23 | 74[16.7 µM] | -17 | 9
O=C(Nc1ccc(F)cc1)N[C@@H]1C=C[C@@H](CC(=O)N2CCOCC2)O[C@@H]1CO | 3 | 1 | -1.5 | -12 | -9 | -11[16.7 µM] | 7 | -11
O=C(NC(=S)N(CCO)Cc1ccccc1)c1ccc(S(=O)(=O)N2CCCC2)cc1 | nt | nt | 2.2 | 3 | nt | nt | 6 | -19
Cc1ccc(CNC(=O)CCc2c(C)nc3c(c(C)nn3-c3ccc(C)cc3)c2C)cc1 | -3 | 0 | 0.7 | -15 | -35 | 5 | -10 | 5
O=C(Cc1ccccc1)CC(CC(=O)c1ccccc1)c1ccccc1 (stereo not drawn) | 7 | 1 | 3.6 | 3 | 2 | 28 | -14 | -15
Cc1noc(C)c1S(=O)(=O)N(C)C[C@@H]1OCCCC[C@@H](C)Oc2ccc(NS(=O)(=O)c3ccc(F)cc3)cc2C(=O)N([C@@H](C)CO)C[C@H]1C | -1 | 37 | 0.9 | -4 | nt | -12[16.7 µM] | -10 | -14
CS(=O)(=O)CCSc1ncccc1C(=O)NCc1cccs1 | 2 | -2 | -2.0 | 8 | nt | 0 | 7 | -5
COc1cc(/C=C/C(=O)OCC(=O)NC(C)c2ccccc2)cc(OC)c1OC (stereo not drawn) | 1 | -1 | 1.0 | nt | 2 | -5 | 11 | nt
Cc1cc(=O)oc(C)c1C(=O)NC12CC3CC(CC(C3)C1)C2 | 0 | 2 | nt | nt | 2 | -2 | -1 | nt
O=C(Cn1cnc2c(nnn2-c2ccccc2)c1=O)N1CCOCC1 | 0 | 2 | 0.0 | 3 | -6 | nt | nt | 2
CCCNC(=O)N[C@H]1CC[C@H](CCn2cc(-c3cccc(F)c3)nn2)O[C@@H]1CO | 7 | -13 | 0.8 | -10 | 28 | nt | 6 | 0
O=C(Nc1ccccc1C(=O)N1CCOCC1)c1ccncc1 | 4 | 1 | nt | nt | nt | 21 | 5 | nt
C[C@@H]1CN([C@@H](C)CO)C(=O)c2cc(NC(=O)C3CCCCC3)ccc2O[C@@H]1CN(C)Cc1ccc(Oc2ccccc2)cc1 | nt | nt | 2.6 | nt | nt | 40[16.7 µM] | -1 | -24
OC(COCc1ccccc1)COCc1ccccc1 | 2 | 0 | -3.2 | 2 | 0 | 2 | nt | nt
COC(=O)c1nn(-c2ccccc2)c(Sc2ccc(Br)cc2)c1/C=N/O | 4 | 0 | nt | nt | 3 | nt | nt | -40
COc1cccc(NS(=O)(=O)c2ccc3c(c2)n(C)c(=O)c(=O)n3C)c1 | -2 | 2 | nt | nt | -1 | 3 | nt | -4
O=C(O)c1ccc(CN2C[C@@H](CO)O[C@@H](n3cnc4c(Nc5ccccc5)ncnc43)C2)cc1 | 7 | 0 | -0.1 | 3 | -7 | 1 | 14 | 11
O=C(N/N=C/c1cccc(Oc2ccccc2)c1)c1ccccc1F | 0 | -4 | 3.3 | 5 | -35 | 13 | nt | 9
COc1ccccc1C(=O)NC(CCSC)C(=O)NNC(=O)c1csc(N2CCOCC2)n1 (stereo not drawn) | 2 | -3 | -1.6 | 2 | 0 | nt | nt | -2
O=C(NCc1ccc2c(c1)OCO2)c1cc2c(s1)CSC2 | 3 | 3 | -2.3 | -1 | 27 | nt | nt | -7
CCOC(=O)Cc1ccc(NC(=O)c2ccc(C(C)(C)C)cc2)cc1 | -3 | -7 | nt | nt | 0 | -6 | -1 | nt
COCCCNC(=O)CN(c1ccc(F)cc1)S(=O)(=O)c1ccc2c(c1)OCCO2 | 1 | -1 | -0.2 | -1 | 8 | nt | nt | 8
O=[N+]([O-])c1cc(C(F)(F)F)ccc1N1CCC(O)CC1 | nt | nt | -2.0 | 19 | nt | -4 | 40 | -27
CCOC(=O)Cn1nc(-c2ccccc2)c2cnc3ccc(CC)cc3c21 | 5 | -3 | -6.4 | -5 | 5 | nt | nt | nt

The closing 2 compounds of the part above come first, to join the parts.
SMILES | PglD inh | Cneo AK release | CFTR F508del cor | FN deposit inh | C2C12 statin | miR122 inh | PGC1a acetyl inh | INS-1E GSIS act
O=[N+]([O-])c1cc(C(F)(F)F)ccc1N1CCC(O)CC1 | nt | nt | -2.0 | 19 | nt | -4 | 40 | -27
CCOC(=O)Cn1nc(-c2ccccc2)c2cnc3ccc(CC)cc3c21 | 5 | -3 | -6.4 | -5 | 5 | nt | nt | nt
Cn1c(=O)c2c(nc(OC/C=C/c3ccccc3)n2C)n(C)c1=O | 1 | 1 | nt | nt | -7 | 3 | 10 | nt
O=C(CN1C(=O)c2ccccc2C1=O)N1CCN=C1c1ccccc1 | -5 | 5 | -1.7 | -5 | nt | 0 | 4 | -4
Cc1cc(=O)n2nc(N3CCCC3C(=O)Nc3ccc(C(C)C)cc3)sc2n1 (stereo not drawn) | 7 | 0 | -2.9 | -4 | 4 | 6 | 0 | -11
COc1cc2c(cc1OC)CN(CCC(C)c1ccc(Cl)cc1)CC2 (stereo not drawn) | 11 | 2 | 1.3 | -2 | -7 | -4 | 10 | -32
C[C@H](CO)N1C[C@H](C)[C@H](CN(C)C(=O)Nc2cc(F)ccc2F)Oc2cc(-c3cccc(C#N)c3)ccc2S1(=O)=O | -1 | 60 | -2.8 | nt | -21 | -5[16.7 µM] | -5 | -5
CC1CCN(C(=O)c2nc[nH]c2C(=O)N2CCC(C)CC2)CC1 | -4 | 2 | -0.4 | -6 | 0 | -5 | 12 | -26
Cc1ccc(OCCC(=O)Nc2ccc(S(=O)(=O)Nc3nccs3)cc2)cc1 | 4 | -1 | -1.9 | 0 | -7 | 10 | -3 | 7
Cc1cccc(NS(=O)(=O)c2c(C)noc2C)c1 | nt | nt | -3.6 | 3 | nt | nt | -3 | -3
COCC(=O)N1C[C@H]2[C@@H](c3ccccc31)[C@@H](CO)N2Cc1ccccc1Cl | -2 | 2 | 1.8 | nt | -4 | -17[16.7 µM] | -3 | 3
Cc1ccc(C)c(NS(=O)(=O)c2csc(C(N)=O)c2)c1 | nt | nt | 0.9 | 16 | 9 | nt | nt | -14
CN(C)c1ccc(-c2ccnc3c2CC(C)(C(=O)Nc2ccc4c(c2)OCO4)O3)cc1 (stereo not drawn) | 13 | 0 | -5.2 | 9 | 16 | 0 | 4 | nt
O=C(O)c1ccc(-c2ccc(/C=C3\NC(=O)N(Cc4ccc(Cl)cc4)C3=O)o2)cc1Cl | -12 | -2 | -0.3 | 9 | -1 | 1 | 5 | -6
Cc1c(Cl)ccc2c(C(O)CBr)cc(-c3ccccc3)nc12 (stereo not drawn) | 1 | 1 | 1.3 | 4 | 1 | nt | -6 | 2
CCCN1CNc2c(c(=O)[nH]c(=S)n2-c2ccc(Cl)cc2)C1 | nt | nt | -1.3 | -5 | nt | nt | 8 | 6
Cc1ccc(S(=O)(=O)N(C)C[C@@H]2Oc3ccc(NC(=O)CCC(F)(F)F)cc3C(=O)N([C@H](C)CO)C[C@H]2C)cc1 | -3 | -4 | -2.9 | nt | -1 | 2[16.7 µM] | 1 | 2
COc1ccc(S(=O)(=O)N(C)C[C@H]2Oc3ccc(NC(=O)Nc4cccc5ccccc45)cc3CC(=O)N([C@H](C)CO)C[C@@H]2C)cc1 | nt | nt | -3.0 | 12 | 6 | -11[16.7 µM] | -1 | 19

Some of these compounds in order of the miR122 inh value, ascending:
SMILES	PglD inh	CFTR F508del cor	miR122 inh	PGC1a acetyl inh	INS-1E GSIS act
CN(C)c1ccc(-c2ccnc3c2CC(C)(C(=O)Nc2ccc4c(c2)OCO4)O3)cc1 (stereo not drawn)	13	-5.2	0	4	nt
Cc1cc(=O)n2nc(N3CCCC3C(=O)Nc3ccc(C(C)C)cc3)sc2n1 (stereo not drawn)	7	-2.9	6	0	-11
Cc1ccc(OCCC(=O)Nc2ccc(S(=O)(=O)Nc3nccs3)cc2)cc1	4	-1.9	10	-3	7

Compound activity: PubChem, Broad Institute
